# Keap1-Nrf2 PPI: inhibitors of human Keap1-Nrf2 protein-protein interaction; inhibition, % at 9.4 µM; Keap1 Kelch-Nrf2 peptide fluorescence polarization, 1536-well; actives 0.15% (n = 340,000); in the data active means inhibition above about 12%;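 further: human Keap1 Kelch domain with fluorescein labeled Nrf2 9mer peptide probe; 0% = neutral control wells and 100% = peptide positive control; higher means more block of Keap1 binding to Nrf2 peptide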
# Target sequence (Q14145 whole entry, looked up, the tested form may be a part): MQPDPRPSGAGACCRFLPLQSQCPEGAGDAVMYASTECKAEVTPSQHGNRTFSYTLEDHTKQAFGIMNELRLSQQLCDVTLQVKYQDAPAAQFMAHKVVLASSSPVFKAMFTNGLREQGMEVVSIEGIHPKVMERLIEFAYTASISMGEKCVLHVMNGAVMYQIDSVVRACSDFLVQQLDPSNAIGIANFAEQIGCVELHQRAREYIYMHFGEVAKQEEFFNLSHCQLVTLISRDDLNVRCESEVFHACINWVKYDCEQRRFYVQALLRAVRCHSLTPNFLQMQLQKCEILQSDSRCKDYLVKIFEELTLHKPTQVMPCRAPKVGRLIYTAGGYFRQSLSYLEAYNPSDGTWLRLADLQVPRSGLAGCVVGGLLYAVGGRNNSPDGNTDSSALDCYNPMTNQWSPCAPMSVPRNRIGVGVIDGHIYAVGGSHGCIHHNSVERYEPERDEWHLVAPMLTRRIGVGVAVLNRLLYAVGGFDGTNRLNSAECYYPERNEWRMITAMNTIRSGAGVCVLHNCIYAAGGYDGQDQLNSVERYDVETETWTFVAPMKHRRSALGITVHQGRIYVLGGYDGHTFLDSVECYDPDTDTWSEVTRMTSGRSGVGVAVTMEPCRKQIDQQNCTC
# CAL PDZ FP-1: inhibitors of human CAL PDZ peptide binding; actives 0.02% (n = 330,000); AID 504414; inhibition, % at 20 µM; purified CAL PDZ, TMR-peptide fluorescence polarization, 1 h; Q9HD26;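 active means highest replicate inhibition of at least 40%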;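 further: plate controls were DMSO neutral control wells for no effect and unlabeled competitor peptide control wells for full effect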
#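 Test system: purified CerCALP PDZ construct; Compound dosing: one concentration, 20 µM compound; Also added: TMR-labelled reporter peptide T*-PRC34 bound in PDZ groove; Read-out: inhibition from polarization loss; Controls: unlabelled peptide and DMSO controls; Signal: FP readout, S and P plane fluorescence; Incubation: 1 h at RT.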
# LANA DNA inh: blocks KSHV LANA C-terminal domain binding to DNA | MBP-C-LANA/FAM-LBS DNA binding, fluorescence polarization | inhibition, % at 9 µM | actives 0.078% (n = 340,000) | AID 504423;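 active means highest replicate inhibition at or above 60% at 9 µM, even if other replicates fall short; inactive means all replicates below 60% inhibition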;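 further: 0% = neutral control wells and 100% = 4 µM acridine orange control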
# SR-BI DiI-HDL act: activators of SR-BI mediated HDL lipid uptake; CHO ldlA[mSR-BI] cells, DiI-HDL uptake fluorescence, 3 h; 100 = double the neutral-control signal; activation, % at 12.5 µM; actives 0.096% (n = 320,000); AID 504775;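 active means mean replicate activation of at least 60% and every replicate at or above 60%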;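 further: 0% = median plate neutral-control signal and 100% = twice that signal; values of inactives mirror those of a sister screen read the other way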
#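 Assay system: CHO ldlA[mSR-BI] cells, LDL receptor-null, SR-BI overexpressing; medium: Ham's F12 with 0.5% BSA, HEPES 25 mM, pH 7.4; also added: DiI-HDL 10 µg/mL; timing: 3 h uptake period with compound, 37 °C; signal: DiI fluorescence, bottom read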
# Rtt109 Vps75: C. albicans Rtt109 histone acetyltransferase inhibition | Q5AAJ8 | purified Rtt109/Vps75, ThioGlo CoA-SH fluorescence, 4 h | inhibition, % at 34.9 µM | actives 0.16% (n = 330,000) | AID 540336;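 active means inhibition of at least 50% in every replicate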
# Cardiac RTF inh: cardiac RTF calcium desensitization | inhibition, % at 7.15 µM | actives 0.12% (n = 340,000) | IANBD-labeled cardiac RTF, Ca2+ fluorescence | P19429+P45379;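 active means inhibition above the mean inhibition of all tested compounds plus 3 SD, cut at about 17% in these data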;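 further: assay run at fixed EC70 calcium of 1.6 mM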
# DAGLB inh: diacylglycerol lipase beta (human) inhibition; actives 0.059% (n = 340,000); HEK293T DAGLB membrane lysate, EnzChek fluorogenic substrate; Q8NCG7; inhibition, % at 5.17 µM; in the data active means inhibition above about 34%;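 further: 0% = enzyme with vehicle and 100% = wells lacking enzyme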
# cardiac RTF act: increases calcium sensitivity of human cardiac regulated thin filaments. IANBD-labeled TnC RTF fluorescence at EC20 calcium; 0% EC20 calcium, 100% full calcium. activation, % at 7.2 µM. actives 0.24% (n = 340,000). AID 493008;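 active means activation above the mean over all tested compounds plus 3 SD, cut at about 30% in these data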;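 further: rise in fluorescence read as greater calcium sensitivity of cardiac thin filaments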
# CAL PDZ FP-2: CAL PDZ (human) peptide binding inhibition | Q9HD26 | purified CAL PDZ, TMR-peptide fluorescence polarization, 1 h | inhibition, % at 24.9 µM | actives 0.92% (n = 300,000) | AID 602252;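 active means mean inhibition of at least 30% with at least half of replicates also reaching 30%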;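 further: 0% = DMSO neutral control and 100% = excess unlabeled competitor peptide PRC23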
# PKA-R2B act: activates the human PKA-R2B holoenzyme complex. P22694+P31323. PKA-R2B holoenzyme dissociation, Cy5-IP20 fluorescence polarization; R2B truncated from residue 108, S112A mutant; 0% DMSO only, 100% 113 µM cGMP. activation, % at 11.4 µM. actives 0.079% (n = 340,000);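 active means activation above a cutoff set at the mean over all compounds plus 3 SD, cut at about 18% in these data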;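 further: higher means more holoenzyme dissociation and a rise in polarization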
# Starred values were filed as active, the others as inactive; x = not tested or not shown.
entry	smiles	Keap1-Nrf2 PPI	CAL PDZ FP-1	LANA DNA inh	SR-BI DiI-HDL act	Rtt109 Vps75
1	CC(=O)NC(CC(=O)Nc1cccc(S(=O)(=O)N2CCCC2)c1)c1ccccc1 (stereo not drawn)	4	-2.2	-1.2	9	2
2	C/C(=N\NC(=O)c1ccccc1)c1ccc(N2CCOCC2)cc1	4	-2.0	-1.5	9	-5
3	O=C(Cc1ccc(Cl)cc1)N/N=C1\CCCc2ccccc21	1	-1.3	-1.0	13	x
4	COc1ccc(N2CSC3=C(C#N)C(c4cccs4)CC(=O)N3C2)cc1 (stereo not drawn)	1	-0.8	0.8	-18	1
5	O=C1c2ccccc2C(=O)N1CCn1nc(Cl)nc1Cl	-6	-1.7	-0.3	28	-2
6	CCOC(=O)c1c(C2COc3ccccc3O2)csc1NC(=O)c1ccccc1 (stereo not drawn)	4	-0.9	0.7	14	2
7	O=C1NC(=S)N/C1=C/c1cccn1-c1ccc([N+](=O)[O-])cc1	2	0.2	0.6	-7	0
8	COc1ccc(-n2cnnc2SCC(=O)Nc2ccccc2F)cc1	2	0.0	-0.4	5	9
9	CCOC(=O)N1CCN(S(=O)(=O)c2ccc(OC)c(C(=O)N3CCCCC3)c2)CC1	0	-2.2	0.0	-1	-7
10	CC1(C)CC(NCc2ccncc2)CC(C)(C)N1	-8	-1.6	1.1	15	19
11	COc1ccccc1N(C(=O)c1snc(C(N)=O)c1N)C(C(=O)NC1CCCC1)c1ccc2ncccc2c1 (stereo not drawn)	1	-2.8	2.4	19	-3
12	COc1cccc(Cn2c(=O)c3[nH]cnc3n(-c3ccccc3C)c2=O)c1	0	-0.6	-2.4	14	-6
13	COc1ccc(CN2CCN(CCCCOc3ccc(Cl)cc3)CC2)c(OC)c1OC	-3	-2.3	0.7	-32	-4
14	CCOC(=O)c1ccccc1NC(=O)N1CCn2c(C)ccc2C1CC (stereo not drawn)	5	-6.4	13	-24	1
15	COc1ccc(NC(=O)C(=O)NCCC2CCCCN2S(=O)(=O)c2ccc(F)cc2)cc1 (stereo not drawn)	4	-0.9	1.4	-2	-7

entry	Cardiac RTF inh	DAGLB inh	cardiac RTF act	CAL PDZ FP-2	PKA-R2B act
1	-1	-1	3	-2	5
2	-4	-3	5	-1	2
3	0	-4	0	-2	-2
4	3	2	0	-2	-9
5	0	-2	-6	x	3
6	-6	3	5	-2	-2
7	5	2	6	3	9
8	-9	-2	5	-15	-9
9	-7	0	-7	-7	0
10	5	1	-1	x	-6
11	9	0	-5	-7	-5
12	-12	0	-4	x	-10
13	-9	-1	0	0	3
14	-12	-7	14	-1	-1
15	-5	3	-9	x	-21

# Remaining list, next part:
entry	smiles	Keap1-Nrf2 PPI	CAL PDZ FP-1	LANA DNA inh	SR-BI DiI-HDL act	Rtt109 Vps75
16	CC1=NN(C(N)=S)C(=O)C1N=Nc1ccccc1C(=O)O (stereo not drawn)	-8	-0.8	0.1	9	-5
17	CCOC(=O)N1CCN(C(=O)C2CC(c3ccc(F)cc3)=NO2)CC1 (stereo not drawn)	4	-1.2	1.6	-16	-9
18	CCOC(=O)N1CCC(NC(=O)c2cc(C(=O)NCC(OC)OC)ccc2CO)CC1	-7	0.0	-2.7	-18	-12
19	O=C1C2C3CCC(C3)C2C(=O)N1c1ccc2ccccc2c1 (stereo not drawn)	-5	-1.3	1.5	6	-2
20	CN1CCN(C(=O)CCCN2C(=O)/C(=C/c3ccc(Cl)cc3)SC2=S)CC1	-2	-0.9	-3.6	12	4
21	COc1ccc(/C=N/NC(=O)c2ccc(=O)n(C)c2)cc1OC	-3	-2.2	2.5	-3	4
22	C#CCOCCOCCOCCNc1nc(N2CCN(C(=O)[C@H](CCCCN)n3cc(CCC(=O)O)nn3)CC2)nc(N2CCN(C(=O)[C@H](CCCCN)n3cc(CC(C)O)nn3)CC2)n1 (stereo partly drawn)	-5	0.5	-0.6	5	3
23	Cc1csc(=O)n1CCC(=O)OCC(=O)N(CC(C)C)c1c(N)n(Cc2ccccc2)c(=O)[nH]c1=O	-8	-3.2	1.4	5	8
24	Cc1ccc(Nc2c3c(nc4ccccc24)CCC3)cc1	-22	-0.3	-2.0	-21	4
25	NC(=O)C1CCN(C(=O)CN(c2cccc(Cl)c2)S(=O)(=O)c2ccccc2)CC1	-6	-5.8	-2.7	13	0
26	Cc1cccc(NC(=O)c2cc(S(=O)(=O)NCc3ccco3)ccc2F)c1C	1	-0.8	-0.6	3	-3
27	CN(C)S(=O)(=O)c1ccc(NC(=O)CSc2n[nH]c(=O)n2C2CC2)cc1	3	-0.1	-1.1	34	2
28	CC1C(=O)CCC1(C(=O)O)c1ccccc1 (stereo not drawn)	-1	-2.5	0.8	14	-15
29	CSCCC(NC(=O)COc1ccccc1)C(=O)N1CCN(c2ccccc2O)CC1 (stereo not drawn)	-5	-1.3	1.5	-4	10
30	O=C(OCCCc1cc2ccccc2c(=O)o1)c1ccco1	-4	0.0	1.1	24	-3

entry	Cardiac RTF inh	DAGLB inh	cardiac RTF act	CAL PDZ FP-2	PKA-R2B act
16	0	1	3	x	2
17	-7	3	-5	x	13
18	-1	-3	-5	-10	-12
19	-7	0	-2	62*	-7
20	-9	0	3	-1	-1
21	8	1	-6	-3	-6
22	-4	-2	3	0	-9
23	1	0	0	-1	6
24	x	x	x	x	x
25	-7	0	-1	-6	-2
26	-6	0	-7	1	-2
27	1	0	-2	x	-9
28	-2	-7	-3	0	0
29	-3	-4	2	-1	-12
30	-5	-3	7	-6	-7

# Continuation:
entry	smiles	Keap1-Nrf2 PPI	CAL PDZ FP-1	LANA DNA inh	SR-BI DiI-HDL act	Rtt109 Vps75
31	CCOC(=O)c1c(NC(=O)c2ccco2)sc2c1CCCCC2	-1	-2.4	1.5	x	-6
32	Cc1onc(-c2ccccc2Cl)c1C(=O)N(C)CC(=O)Nc1ccc(F)c(F)c1F	-1	-2.7	0.1	-26	-3
33	O=C(O)c1ccccc1C(=O)N1CCN(c2ccccc2)CC1	-4	0.3	1.0	42	3
34	Cc1nc(-c2cccc(S(=O)(=O)N3CCOCC3)c2)cs1	-10	-3.1	1.1	17	-4
35	O=C1CSC(c2ccc([N+](=O)[O-])cc2)N1c1ccc(O)cc1 (stereo not drawn)	-4	-1.3	-0.4	-28	4
36	Cc1ccc(C)c(-c2nnc(NC(=O)C3=COCCO3)o2)c1	-7	-0.6	-0.8	5	-3
37	Cc1c(/C=N/O)c2ccccn2c1C(=O)c1ccc(F)cc1	1	-0.1	0.2	-17	4
38	CC(C)N(C(=O)/C=C/c1cccc([N+](=O)[O-])c1)C(C)C	2	-2.2	0.7	-25	-15
39	Cc1ccccc1N1CCN(S(=O)(=O)c2nnc(NC(=O)CC(C)C)s2)CC1	-1	-0.4	0.4	-2	1
40	CC(NC(=O)CSc1nc2ccccc2c(=O)n1CCCO)c1ccccc1 (stereo not drawn)	-6	-1.7	0.0	20	-3
41	Cn1c(=O)c2c(nc(SCCN3CCCCC3)n2Cc2ccc(Cl)cc2)n(C)c1=O	3	-4.2	1.5	x	-4
42	CCOC(=O)c1ccc(NC(=O)Nc2cc(C)on2)cc1	2	-4.3	-0.2	-2	1
43	COC(=O)[C@@H](NC(=O)NCc1ccc(F)cc1)C(C)C	4	0.2	0.2	25	6
44	COc1ccccc1/C=N/n1c(N)c(C(=O)NC2CCCCC2)c2nc3ccccc3nc21	-2	-0.7	-0.8	-8	-2
45	COc1ccc(-c2c(C(=O)O)c(C(=O)O)c3n2CCC3)cc1	0	-0.7	0.2	-4	5

entry	Cardiac RTF inh	DAGLB inh	cardiac RTF act	CAL PDZ FP-2	PKA-R2B act
31	0	-14	0	-4	10
32	-1	-2	3	-5	-5
33	-8	-6	3	22	3
34	-4	2	9	-3	-5
35	-2	1	9	-4	-7
36	10	-1	0	x	2
37	-3	1	-3	12	-9
38	-3	0	-4	-3	4
39	-5	1	8	x	-14
40	-7	0	4	-1	-1
41	5	-2	-4	-4	13
42	0	-2	6	x	5
43	-10	-2	0	0	-9
44	3	-1	-3	4	-7
45	-12	-1	4	-1	-4

# (next part)
entry	smiles	Keap1-Nrf2 PPI	CAL PDZ FP-1	LANA DNA inh	SR-BI DiI-HDL act	Rtt109 Vps75
46	CCC1(C)Nc2ccccc2C(=O)N1O (stereo not drawn)	4	-0.6	1.5	20	-5
47	Cc1ccc(NC(=O)C2CC(=O)N(C(C)c3ccccc3)C2)cc1 (stereo not drawn)	-3	-2.6	-0.4	-1	1
48	Cc1cc(N)n2nc(-c3ccccc3)c(-c3ccccc3)c2n1	-5	1.4	-2.2	-10	-12
49	C1CCN(c2nc3nonc3nc2N2CCCCC2)CC1	-4	-2.1	0.9	5	2

entry	Cardiac RTF inh	DAGLB inh	cardiac RTF act	CAL PDZ FP-2	PKA-R2B act
46	-8	1	-1	-5	5
47	0	0	6	x	0
48	-3	0	-8	-1	2
49	-7	0	1	x	-3

# Compound activity as filed in PubChem.
